SNCA viab count: cell viability loss counter-screen | HEK-293-SNCA-luc viability, GF-AFC fluorescence, 24 h | 150,000 tested, 0.12% active | Potency, µM (series often up to 57.1 µM), inactives show at the highest dose activity change, negative = cytotoxicity, actives largely listed as cytotoxic;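 also: potency is read from the fitted curve at half-maximal effect; 0% = DMSO-treated cells and -100% = medium-only wells without cells; nearly all actives have a fitted effect of over 30% in size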
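HEK-293-SNCA-luc cells (1500/well) plated 24 h, then exposed 24 h to a dilution series; GF-AFC added 30 min at 37C, fluorescence 405/540 nm; normalised to medium-only and DMSO wells, Hill fit.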
SNCA expr inh: inhibitors of alpha-synuclein (SNCA) gene expression | HEK-293 SNCA-luciferase knock-in, luminescence, 24 h | Potency, µM (titrated, usually from 57.2 µM), for the others: top-dose activity change, negative = inhibition, actives largely listed as inhibitors | 140,000 tested, 0.17% active;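 also: potency is read from the fitted curve at half-maximal effect; plate controls were DMSO cells for no effect and cell-free wells for full effect; nearly all actives have a fitted effect of over 45% in size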
IP6K1 inh: inhibitors of human IP6K1; Q92551; IP6K1 kinase, ADP-Glo luminescence, 2 h; active compounds read low; activity change, % (series mostly up to about 58 µM); 140,000 tested, 0.81% active; AID 1645851; in the data active = activity change below about -25%
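ADP-Glo luminescence measures ADP made by human IP6K1 during a 2 h RT reaction with ATP/IP6 (mix at 1.3 mM/130 uM); top library doses 57.5 and 19.1 uM final.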
NIH3T3 tox: kills NIH 3T3 cells | NIH 3T3 viability, CellTiter-Glo ATP luminescence, 48-72 h | Potency, µM (highest dose often 96.7 µM), without a hit: top-dose activity change, negative = cytotoxicity, most hits filed as inhibitors | 94,000 tested, 4.3% active | AID 1345082; also: potency is read from the fitted curve at half-maximal effect; nearly all actives have a fitted effect of over 55% in size
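ATP-dependent luminescence (CellTiter-Glo) served as the viability signal for NIH 3T3 cells treated with compound for 48 or 72 hr at 37 °C.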
FLuc inh: inhibitors of firefly (Photinus pyralis) luciferase; P08659; purified P. pyralis luciferase, luminescence, biochemical; Potency, µM (series often up to 115 µM), inactives show at the top dose activity change, negative = inhibition, usual class: inhibitors; 76,000 tested, 2.5% active; AID 1347043; also: potency is read from the fitted curve at half-maximal effect; nearly all actives have a fitted effect of over 65% in size
Target sequence (P08659 whole entry, looked up): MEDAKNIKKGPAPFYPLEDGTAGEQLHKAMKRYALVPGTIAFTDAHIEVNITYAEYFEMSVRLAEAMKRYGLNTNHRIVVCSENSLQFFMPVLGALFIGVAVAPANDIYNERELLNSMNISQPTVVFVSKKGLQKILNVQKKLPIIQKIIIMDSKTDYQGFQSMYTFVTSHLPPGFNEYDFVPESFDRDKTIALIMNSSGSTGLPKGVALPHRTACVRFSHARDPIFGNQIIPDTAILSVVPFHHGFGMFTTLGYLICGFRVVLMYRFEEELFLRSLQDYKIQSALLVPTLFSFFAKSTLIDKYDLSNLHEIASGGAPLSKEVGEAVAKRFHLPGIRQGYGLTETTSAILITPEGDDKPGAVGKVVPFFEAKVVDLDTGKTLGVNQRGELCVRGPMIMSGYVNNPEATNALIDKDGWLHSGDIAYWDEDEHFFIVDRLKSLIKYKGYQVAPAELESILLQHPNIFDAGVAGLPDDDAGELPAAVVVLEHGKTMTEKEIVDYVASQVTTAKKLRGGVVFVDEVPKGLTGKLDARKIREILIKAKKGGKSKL
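FLuc 10nM, D-luciferin 10uM, ATP 10uM, Mg acetate 10mM, Tris acetate pH 7.5, Tween/BSA; cpd qHTS; enzyme added last; CCD luminescence.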
HEK cytotox: cytotoxic compounds in HEK 293 cells; HEK 293 viability, ATP luminescence (CellTiter-Glo), 48-72 h; Potency, µM (highest dose often 115 µM), for the others: at the top dose activity change, negative = cytotoxicity, hits mostly inhibitors; 94,000 tested, 6.6% active; also: potency is read from the fitted curve at half-maximal effect; nearly all actives have a fitted effect of over 60% in size
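HEK 293 cells at 250 cells/well were exposed to compounds by pintool transfer for 48 or 72 hr at 37 degree Celsius, 5% CO2. Viability was read as ATP-coupled luminescence with CellTiter-Glo after 10 min at room temperature.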
GPT2 inhibitor: inhibitors of human GPT2 alanine aminotransferase; Recombinant GPT2, coupled pyruvate oxidase/HRP Amplex Red fluorescence; 100,000 tested, 0.25% active; Q8TD30; AID 1671188; Potency, µM (series often up to 57.7 µM), for the others: top-dose activity change, negative = inhibition, most hits filed as inhibitors; also: potency is read from the fitted curve at half-maximal effect; nearly all actives have a fitted effect of over 60% in size; many of its hits are not listed in these tables
Target sequence (Q8TD30 whole entry, looked up): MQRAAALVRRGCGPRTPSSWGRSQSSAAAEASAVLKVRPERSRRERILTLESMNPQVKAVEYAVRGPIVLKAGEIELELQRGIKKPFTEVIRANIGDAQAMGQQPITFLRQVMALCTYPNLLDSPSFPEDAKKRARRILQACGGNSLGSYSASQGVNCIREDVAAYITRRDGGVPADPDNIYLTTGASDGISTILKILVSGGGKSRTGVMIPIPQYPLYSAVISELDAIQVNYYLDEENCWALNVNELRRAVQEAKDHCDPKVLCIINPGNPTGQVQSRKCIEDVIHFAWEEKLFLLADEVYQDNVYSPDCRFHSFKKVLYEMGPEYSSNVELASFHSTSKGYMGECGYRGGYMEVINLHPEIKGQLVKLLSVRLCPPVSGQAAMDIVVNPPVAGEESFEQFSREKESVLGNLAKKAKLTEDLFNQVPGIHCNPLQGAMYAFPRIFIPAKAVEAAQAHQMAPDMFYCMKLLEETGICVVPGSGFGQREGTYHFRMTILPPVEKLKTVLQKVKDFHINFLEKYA
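Fluorescence of coupled pyruvate oxidase/HRP/Amplex Red system (50uM Amplex, 30 min, dark) reports pyruvate formed by GPT2. Enzyme reaction: 10ng/uL GPT2, 2mM L-alanine, 250uM a-KG, 30 min room temperature, pH 7.5; 50uM AOA control.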
The depositor's hits bear a star; i = inactive; ? = inconclusive; nt = not tested or not shown; [ ] = dose if it differs, or a comment. Unless noted, calls follow the shape of the dose curve; as a rule, active = well fitted curve in the direction sought with a large enough effect; inconclusive = small, poorly fitted or top-dose-only effect, or another doubt; inactive = no such curve, though single readings can be large; an effect the other way counts as inactive or inconclusive. Unless noted, % is scaled to controls: 0 for no effect and ±100 for the full control effect. Not all compounds are listed, so the mix of outcomes need not match the whole.

SMILES | SNCA viab count | SNCA expr inh | IP6K1 inh | NIH3T3 tox | FLuc inh | HEK cytotox | GPT2 inhibitor
Cc1nn(-c2ccccc2)c2c1C(C1CC1)N(C1CN(C(=O)c3cccnc3)C1)C2=O (centres undefined) | nt | nt | -1 | ? | nt | ? | nt
CC(C)(C)c1ccc(C(=O)NCC(c2cccnc2)N2CCc3ccccc3C2)cc1 (centres undefined) | -15% | ? | 7 | nt | nt | nt | nt
O=C(O)CCC(=O)N[C@H]1CCN2C(=O)c3cc(-c4cccc(C(F)(F)F)c4)ccc3NC(=O)[C@H]12 | 5% | -8% | -4 | ? | -28% | -3% | 0%
CCOc1cc(OCC)cc(C(=O)Nc2cccc(-c3nc4ccccc4[nH]3)c2)c1 | ? | -26% | 11 | nt | nt | nt | nt
COCCOC1CCOC2(CCN(C(=O)CCCc3ccccc3)CC2)C1 (centres undefined) | -1%[12.5 µM] | 33%[activator] | 14 | -15% | 28µM* | ? | i
COCc1nc(CCNC(=O)CCCc2nc3ccccc3[nH]2)no1 | 10%[12.5 µM] | 38% | -4 | -5% | -12% | -2% | 2%
CCC1CN(C(=O)Nc2cccc3c2CCCC3)c2ccccc2O1 (centres undefined) | 0% | -22% | 31 | nt | nt | nt | nt
COCc1c(C(C)C)nc(C(C)C)c(/C=C/[C@@H](O)C[C@@H](O)CC(=O)O)c1-c1ccc(F)cc1 | -15%[23.9 µM] | -31%[25.6 µM] | 9 | nt | nt | nt | -21%
CCCS(=O)(=O)N1CC(=O)N(c2ccc(C)c(Cl)c2)C(C)(C(=O)NC2CCCCCC2)C1 (centres undefined) | -18% | 25% | 24 | nt | nt | nt | nt
Cc1nccnc1CN1CCC2(CC1)CCN(Cc1ncc[nH]1)CC2CO (centres undefined) | 2% | 8% | 8 | -11% | 0% | -9% | i

Reprinted from the part before: 3 compounds, then new ones.
SMILES | SNCA viab count | SNCA expr inh | IP6K1 inh | NIH3T3 tox | FLuc inh | HEK cytotox | GPT2 inhibitor
COCc1c(C(C)C)nc(C(C)C)c(/C=C/[C@@H](O)C[C@@H](O)CC(=O)O)c1-c1ccc(F)cc1 | -15%[23.9 µM] | -31%[25.6 µM] | 9 | nt | nt | nt | -21%
CCCS(=O)(=O)N1CC(=O)N(c2ccc(C)c(Cl)c2)C(C)(C(=O)NC2CCCCCC2)C1 (centres undefined) | -18% | 25% | 24 | nt | nt | nt | nt
Cc1nccnc1CN1CCC2(CC1)CCN(Cc1ncc[nH]1)CC2CO (centres undefined) | 2% | 8% | 8 | -11% | 0% | -9% | i
Cc1ccccc1-c1cc(O)c2c(c1)CNCCO2 | 3% | -7% | -7 | -24% | 0% | -29% | i
FC(F)(F)c1ccc(N2C3CCC2CN(Cc2ccc(-c4ccsc4)cc2)C3)cc1 | 9% | -1% | -11 | -1% | 8% | 0% | i
COc1ccc(C(=O)N2CCC3(CC2)CC(N(Cc2ccccc2)C2CC2)CCO3)cc1 (centres undefined) | -19% | ? | 0 | ? | 0% | ? | i
O=C(NC1CCCCC1)C1CCCN(c2cnc3nccnc3c2)C1 (centres undefined) | -1% | 22% | -7 | -3% | 8% | 12% | 2%
COc1ccc(C(=O)Nc2ccc3oc(-c4cccc5c(Br)cccc45)nc3c2)cc1 | -7% | -22% | 35 | nt | nt | nt | nt
C[S+](=O)([O-])N1CCC2(CC1)C(=O)NN=C2c1ccncc1 | 3%[87.6 µM] | -10%[87.6 µM] | 1 | -14%[138 µM] | 4%[172 µM] | -3%[172 µM] | i
O=C(Cc1ccc(Br)cc1)NCc1nnc2ccc(-c3ccc(F)cc3)nn12 | 15% | ? | 4 | -8% | 0% | ? | i
CCOC(=O)c1cnc2c(C)cc(C)cc2c1NCCc1ccc(OC)c(OC)c1 | -1% | ? | -10 | nt | nt | nt | nt
N#Cc1cccc(NC(=O)C2CCN(c3ncccn3)CC2)c1 | -1% | 38%[activator] | 1 | nt | nt | nt | nt
CN(C)S(=O)(=O)N(CC(=O)NCCSc1ccccc1)c1ccccc1 | 2% | -11% | 10 | nt | nt | nt | nt
COC(=O)[C@@H]1Cc2ncn(Cc3ccc(Cl)cc3)c2CN1C(=O)c1ccccc1 | -14%[87.6 µM] | 6%[87.6 µM] | -1 | -27%[174 µM] | 2%[172 µM] | 4%[172 µM] | i
Cc1cccc(C)c1CN1CC2(COCC1=O)CN(c1ccc(C(F)(F)F)cn1)C2 | 1%[87.6 µM] | 7%[87.6 µM] | 0 | 89µM* | 10%[172 µM] | ? | -3%[88.5 µM]
COc1cccc(-c2nnnn2[C@H]2CO[C@H]3[C@@H]2OC[C@@H]3NC(=O)c2ccccc2C(=O)O)c1 | 1% | 17% | 2 | -7% | -16% | -1% | -29%
Cc1ccc(CC(=O)N2CCN(C(=O)c3nnn4c3COC(c3ccc(F)cc3)C4)CC2)cc1 (centres undefined) | 4% | 2% | 1 | -24% | -6% | -12% | -13%
O=C(Cn1nc2c(cc1=O)CCCCC2)Nc1cccnc1 | -6% | -22% | 4 | 3% | -3% | -14% | i
O=C(Nc1ccc(Cl)cc1)N1CCN(CCn2nc3n(c2=O)CCCC3)CC1 | nt | nt | -9 | -17% | nt | 4% | nt
COc1ccccc1CNC[C@H]1Cn2c(-c3cccc(Cl)c3)cnc2CO1 | 1%[87.6 µM] | 3%[87.6 µM] | -1 | ? | -9%[172 µM] | 79µM* | i
COc1ccc(-c2nnc(SCC(=O)NC3CCCC3)nc2-c2ccc(OC)c(OC)c2)cc1OC | -24% | -20% | -12 | nt | nt | nt | nt
O=C(Cc1cccc(Cl)c1)N1CCCN(c2ccc3nnc(-c4ccccc4)n3n2)CC1 | nt | nt | 15 | ? | nt | -20% | nt
NC(=O)[C@H]1C[C@@H](O)[C@H](O)[C@H]2[C@@H]1SC(=Nc1ccc(Cl)cc1)N2Cc1ccc(F)cc1 | -8% | 7% | -7 | ? | 5% | ? | 1%
O=C(NCc1ccco1)C1CN(S(=O)(=O)c2cccs2)CC12CCCCC2 (centres undefined) | -15% | -13% | 21 | -8% | -5% | ? | -11%
COCCOC1CN(C2CCN(C(=O)COc3ccc(F)cc3)CC2)C12CCCCC2 (centres undefined) | 1% | 27% | 27 | -22% | 3% | -23% | -5%
COc1ccc(Nc2cnc3ccc(-c4ccc(F)cc4)nn23)cc1OC | -15%[87.6 µM] | 8%[87.6 µM] | -17 | ? | ? | ? | 4%[88.5 µM]
Cc1ccc(Cl)cc1N1CCN(C(=O)c2ccc(CS(=O)(=O)c3ccccc3C)o2)CC1 | 1% | ? | 14 | nt | nt | nt | nt
COC(=O)CNC(=O)N1CCN(S(=O)(=O)c2ccc3c(ccn3C)c2)CC1 | ? | -27% | 2 | nt | nt | nt | nt
Cc1sc2ccn(C)c(=O)c2c1C(=O)NC1CCN(Cc2ccccc2)CC1 | 8% | -15% | -3 | -6% | -2% | -9% | i
CCN(CC)c1ccc2cc(-c3nc4sc5c(c4c(=O)[nH]3)CCC(C(C)(C)C)C5)c(=O)oc2c1 (centres undefined) | 6% | 5% | -13 | nt | nt | nt | nt
CC1CCc2nn3ccn(CC(=O)Nc4ccc(C(F)(F)F)cc4)c(=O)c3c2C1 (centres undefined) | -13% | ? | 25 | ? | -5% | ? | i
CCCCN1CCN(c2nc(-c3ccccc3)nc3c2CCNC3)CC1=O | -15% | -7% | 9 | ? | -1% | 79µM* | -2%
CC(=O)N1CCN(C(=O)c2nc3sccn3c2-c2cccc(C#N)c2)CC1 | 2% | 1% | -3 | i | nt | -1% | -2%
Cc1ccccc1-c1[nH]nc2ncc(-c3cccc(F)c3)nc12 | -10%[87.6 µM] | 101%[activator][87.6 µM] | 15 | ? | 20µM* | 63µM* | 1%[88.5 µM]
CCCCn1c(=O)c(C(=O)NCCc2ccccc2F)nc2cccnc21 | -7% | -10% | 16 | -26% | nt | -7% | ?
O=C(Nc1ccc(C2(C(=O)N3CCN(c4ccccn4)CC3)CCC2)cc1)C1CC1 | -7% | -18% | -3 | -7% | 12% | ? | 3%
COc1ccccc1N1CCN(C(=O)CC2NC(=O)NC2=O)CC1=O (centres undefined) | -7% | -19% | 24 | 2% | 4% | 1% | i[11.5 µM]
Cc1cccc(-n2ncc(C(=O)N3CCN(c4ccc(Cl)cc4)CC3)c2C2CCN(C(=O)OC(C)(C)C)CC2)c1 | -6% | 31%[activator] | 34 | nt | nt | nt | nt
CCc1ccc(CNC(=O)C2(Cc3cccnc3)CCCCC(=O)N2)cc1 (centres undefined) | -1% | -12% | 3 | ? | nt | ? | -1%
COc1ccc(-c2cc(N3CCCN(C(=O)Cc4ccccc4Cl)CC3)n[nH]2)cc1 | -29% | 1% | 10 | ? | -5% | ? | -28%
O=C(c1ccccn1)N1CCC(N2CCOC2=O)CC1 | -7%[87.6 µM] | 24%[87.6 µM] | 5 | i | nt | i | -16%[88.5 µM]
CCn1c2c(c(=O)n1Cc1ccccc1)CCN(Cc1cncc(OC)c1)C2 | -2%[87.6 µM] | 5%[87.6 µM] | 10 | 79µM* | 1%[172 µM] | 4%[172 µM] | i
CCN(CC)c1cc(C)c2cc(NC(=O)c3cccc(OC)c3)ccc2n1 | -23% | 23% | 1 | nt | nt | nt | nt
CC(C)(C)c1ccc(-c2cc(C[C@H]3CNCC[C@H]3CC(=O)Nc3ccccc3)no2)cc1 | -3%[87.6 µM] | 5%[87.6 µM] | 23 | ? | 0%[172 µM] | ? | -8%[88.5 µM]
CN(C)c1ncnc2sc3c(c12)CCN(Cc1ccccc1)C3 | 4% | -12% | 2 | ? | -6% | ? | -9%
Cc1ccc(CNC(=O)CCCCCn2c(=O)c3sccc3n(CC(=O)Nc3ccc(C)c(F)c3)c2=O)cc1 | -5% | 17% | 33 | nt | nt | nt | nt
O=C1CN(C(=O)c2c(F)cccc2Cl)C(c2ccc(F)cc2)c2cc(Br)ccc2N1 (centres undefined) | -22% | ? | -8 | nt | nt | nt | nt
COc1ccc(C)cc1NC(=O)CCS(=O)(=O)c1cc2c3c(c1)CCN3C(=O)CC2 | 3% | 1% | -10 | nt | nt | nt | nt
Cc1nn(C(C)C)c(C)c1CNC(=O)c1cn(CCC2CCCCN2)nn1 (centres undefined) | 11% | -24% | 21 | -10% | -1% | -18% | -3%
CC(=O)Nc1ccc(CNC2(Cc3cc(CC(C)C)on3)COC2)cc1 | -20%[87.6 µM] | -1%[87.6 µM] | 15 | -19%[174 µM] | -5%[172 µM] | -19%[172 µM] | -14%[88.5 µM]
CC(C)N1CCN(C(=O)[C@@]23CCCC[C@H]2N(C)C(=O)CC3)CC1 | 2% | -4% | -2 | -4% | 2% | 5% | i
CC(NC(=O)c1cccc(Nc2nc3ccccc3n3nnnc23)c1)c1ccccc1 (centres undefined) | -1% | 7% | 29 | nt | nt | nt | nt

Screening data deposited in PubChem BioAssay by National Center for Advancing Translational Sciences (NCATS).
